N370S GC mod = N370S glucocerebrosidase modulation, Gaucher chaperone candidate. N370S GC spleen homogenate, 4MU-glucoside fluorescence. Potency, µM (doses to about 59.4 µM), without a hit: at the highest dose activity change, negative = inhibition, usual class: inhibitors. hit rate 0.092% among 330,000;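 also: 0% = full enzyme activity and -100% = no enzyme basal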
GCN5L2 inh = GCN5L2 (KAT2A) acetyltransferase inhibition; Potency, µM (series often up to 58.9 µM), inactives show at the top dose activity change, negative = inhibition, actives largely listed as inhibitors; AID 504327; hit rate 0.21% among 390,000; Q92830; GCN5L2 HAT assay, ThioGlo1 CoA-SH fluorescence
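GCN5L2 (20 nM) in 50mM HEPES pH 7.5, 0.1mM EDTA, 0.01% Tween-20 preincubated 15 min with compounds at room temperature. Reaction started with H3(1-25) 75uM, acetyl-CoA 70uM, ThioGlo1 50uM; CoA-thiol fluorescence (Ex340/Em540) read at 0 and 20 min.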
FEN1 inhibitor = blocks human flap endonuclease 1; Potency, µM (doses to about 114 µM), inactives show top-dose activity change, negative = inhibition, usual class: inhibitors; P39748; hit rate 0.35% among 390,000; Recombinant FEN1 flap cleavage, fluorescence, 15 min; AID 588795; also: nearly all actives have a fitted effect of over 65% in size
Target sequence (P39748 whole entry, looked up): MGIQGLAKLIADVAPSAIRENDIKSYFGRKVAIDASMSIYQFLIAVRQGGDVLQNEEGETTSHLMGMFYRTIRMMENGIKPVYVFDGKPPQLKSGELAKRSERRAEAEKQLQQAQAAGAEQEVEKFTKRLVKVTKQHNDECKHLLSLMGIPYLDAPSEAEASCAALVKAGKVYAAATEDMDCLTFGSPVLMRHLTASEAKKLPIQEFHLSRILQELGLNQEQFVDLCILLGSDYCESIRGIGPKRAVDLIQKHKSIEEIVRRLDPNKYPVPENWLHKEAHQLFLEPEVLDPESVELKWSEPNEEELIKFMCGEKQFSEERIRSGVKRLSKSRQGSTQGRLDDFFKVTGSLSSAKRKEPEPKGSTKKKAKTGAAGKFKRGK
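Nuclease activity of 10 nM FEN1 was measured after 15 min of room-temperature exposure to titrated compounds, by adding 50 nM flap substrate and reading plates at 0 and 15 min.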
Starred values were filed as active, the others as inactive; ? = inconclusive; . = not tested or not shown; [ ] = another dose, or the depositor's remark. Calls follow the shape of the dose curve; as a rule, active = well fitted curve in the direction sought with a large enough effect; inconclusive = small, poorly fitted or top-dose-only effect, or another doubt; inactive = no such curve, though single readings can be large; an effect the other way counts as inactive or inconclusive. Unless noted, % is scaled to controls: 0 for no effect and ±100 for the full control effect; potency is read from the fitted curve at half-maximal effect.

cpd | Structure | N370S GC mod | GCN5L2 inh | FEN1 inhibitor
1 | O=C(CCc1nc(-c2ccc(Cl)cc2)no1)NCC1CCCO1 (stereo not given) | 1% | -7% | -13%
2 | CC(C)(C)C(=O)COC(=O)c1c2c(nc3ccccc13)CCC2 | 7% | -14% | 2%
3 | CCCCCCC1NC(C(=O)O)CS1 (stereo not given) | -3% | -18% | 14%
4 | CCN(CC)S(=O)(=O)c1ccc2[nH]cc(C(=O)NCCCN3CCCCC3)c(=O)c2c1 | -10% | 0% | -1%
5 | Cc1cc(SCC(=O)Nc2cccc(S(=O)(=O)NC3=NCCCCC3)c2)c(C)cc1Br | -11% | -13% | -17%
6 | COc1cccc(C(=O)N(c2ccccc2)C2C=CS(=O)(=O)C2)c1 (stereo not given) | -8% | -1% | 21%
7 | O=C(CSc1nnc(-c2cccc(F)c2)c(-c2cccc(F)c2)n1)NC1CCCCC1 | . | -6% | -10%
8 | Cc1ccc(CN(C)C(=O)COc2ccc(S(=O)(=O)N3CCCC3)cc2[N+](=O)[O-])c(C)c1 | . | -7% | 7%
9 | CCC(C)(C)NC(=O)C1CCC(CNS(=O)(=O)c2ccc3c(c2)CC(C)N3C(C)=O)CC1 (stereo not given) | . | -3% | -7%
10 | Cc1cccc(NC(=O)NNC(=O)c2ccc3ccccc3c2)c1 | -2% | -7% | -8%

(cont.)
cpd | Structure | N370S GC mod | GCN5L2 inh | FEN1 inhibitor
11 | O=C(CC(n1cncn1)C(Cl)(Cl)Cl)c1ccc([N+](=O)[O-])cc1 (stereo not given) | -15% | 16% | 1%
12 | COc1cc(OC)c(C(=O)N2CCN(c3ccccn3)CC2)cc1OC | -2% | -18% | 2%
13 | CCOc1ccc(NC(=O)CN(C)C(=O)c2csc3c2CCCC3)cc1OCC | . | -8% | -2%
14 | NCC(=O)NNC(=O)OCC1c2ccccc2-c2ccccc21 | -9% | -21% | -4%
15 | CNc1cc(CSC)nc(SCc2ccc(Cl)cc2Cl)n1 | 15% | -2% | -12%
16 | CCN(CC)c1ccc(C(=O)OCC(=O)c2ccco2)cc1 | 15% | -1% | -12%
17 | CCSc1nc2sc3c(c2c2[n+]1CC(CBr)O2)CCCC3 (stereo not given) | 3% | -7% | 1%
18 | CCn1c(=O)c2cc(C(=O)N3CCN(C(=O)c4ccco4)CC3)sc2c2ccccc21 | 11% | -2% | .
19 | Cc1[nH]nc2c1C1(CCN(C(=O)OCc3ccccc3)CC1)C(C#N)=C(N)O2 | 8% | 3% | -2%
20 | COc1ccc(N(C(=O)c2cnccn2)C(C(=O)NC2CCCCC2)c2cc(OC)c(OC)c(OC)c2)cc1 (stereo not given) | 4% | -3% | 8%

Further results:
cpd | Structure | N370S GC mod | GCN5L2 inh | FEN1 inhibitor
21 | O=C(CN1CCN(Cc2ccccc2F)C1=O)NC1CCCC1 | 2% | 0% | 2%
22 | Cc1ccc(OCC(=O)NC2CCCc3ccccc32)c(C)c1 (stereo not given) | 23% | 20% | -15%
23 | CC(=O)c1ccc(NC(=O)/C(=C\c2ccco2)NC(=O)c2ccco2)cc1 | 0% | -6% | -5%
24 | COc1cc2oc(=O)c(CC(=O)NCc3ccc(OC)c(OC)c3)c(C)c2cc1Cl | . | -1% | 19%
25 | Cc1ccn(-c2ccc(NC(=O)c3cccs3)cc2)n1 | -9% | -3% | -16%
26 | O=C(NC1CC(=O)N(c2ccc(Cl)cc2)C1)c1cc2ccccc2o1 (stereo not given) | . | -9% | 4%
27 | Cc1noc(C)c1S(=O)(=O)N1CCC(C(=O)N2CCN(c3ccccc3Cl)CC2)CC1 | -2% | -5% | -15%
28 | CC(=O)c1ccc(N2CCN(C3CCC(C(C)(C)C)CC3)CC2)cc1 (stereo not given) | 0% | 2% | -2%
29 | Oc1ccc(-c2nc(-c3ccccc3)c(-c3ccc(Br)cc3)[nH]2)cc1 | . | -14% | -24%
30 | CC(Sc1ncccn1)C(=O)Nc1ccc2c(c1)OCCO2 (stereo not given) | 1% | -18% | 3%

Random excerpt: four compounds from above, in no set order.
cpd | Structure | N370S GC mod | GCN5L2 inh | FEN1 inhibitor
22 | Cc1ccc(OCC(=O)NC2CCCc3ccccc32)c(C)c1 (stereo not given) | 23% | 20% | -15%
21 | O=C(CN1CCN(Cc2ccccc2F)C1=O)NC1CCCC1 | 2% | 0% | 2%
28 | CC(=O)c1ccc(N2CCN(C3CCC(C(C)(C)C)CC3)CC2)cc1 (stereo not given) | 0% | 2% | -2%
24 | COc1cc2oc(=O)c(CC(=O)NCc3ccc(OC)c(OC)c3)c(C)c2cc1Cl | . | -1% | 19%

The listing picks up with the two entries that preceded the break.
cpd | Structure | N370S GC mod | GCN5L2 inh | FEN1 inhibitor
29 | Oc1ccc(-c2nc(-c3ccccc3)c(-c3ccc(Br)cc3)[nH]2)cc1 | . | -14% | -24%
30 | CC(Sc1ncccn1)C(=O)Nc1ccc2c(c1)OCCO2 (stereo not given) | 1% | -18% | 3%
31 | COc1cc(/C=N/n2c(-c3ccccc3)n[nH]c2=S)cc(OC)c1O | -11% | -6% | 2%
32 | COc1ccc(CCNC(=O)c2cc(=O)[nH]c3ccc(S(=O)(=O)N4CCCCC4)cc23)cc1OC | . | -2% | 0%
33 | O=C(NCc1cccc(Cl)c1)C1CCN(c2nn3cc(-c4ccc(F)cc4)nc3s2)CC1 | . | -13% | 1%
34 | CCOc1cc2c3c(c1)C(C)CC(C)(C)N3C(=O)C2=O (stereo not given) | 3% | -1% | 0%
35 | CCN1CCN(C(=O)NC(c2ccc(C)c(F)c2)C(Cl)Cl)CC1 (stereo not given) | -4% | 0% | -7%
36 | Cc1ccc(-c2cc(C(=O)N/N=C/C=C/c3ccccc3)n[nH]2)o1 | -5% | 1% | -25%
37 | Cc1ccc(NC(=O)CN2C(=O)N/C(=C/c3cc(C)n(-c4ccc(C(=O)O)cc4)c3C)C2=O)cc1 | -8% | ? | -10%
38 | O=C1/C(=C/c2ccc(F)c(F)c2)CSc2sccc21 | 5% | -2% | 5%
39 | CCOc1ccc(N(C)S(=O)(=O)c2ccc(C)c(C(=O)OCC(=O)c3c[nH]c4ccccc34)c2)cc1 | 20% | -9% | 6%
40 | CCOC(=O)c1c(NC(=O)CCl)sc(CN(C)C)c1-c1ccccc1 | -3% | -2% | -4%

Additional compounds follow:
cpd | Structure | N370S GC mod | GCN5L2 inh | FEN1 inhibitor
41 | Cc1cc(NS(=O)(=O)c2ccc(NC(=O)C(c3ccccc3)c3ccccc3)cc2)no1 | -1% | -2% | -11%
42 | COc1ccc(C2=NN(C(=O)c3ccccc3)C(c3ccc(OC)c(OC)c3)C2)c(O)c1 (stereo not given) | 3% | -4% | -2%
43 | O=C(Nc1nnc(C23CC4CC(CC(C4)C2)C3)s1)c1ccc(N2C(=O)CCC2=O)cc1 | -6% | ? | 3%
44 | OCC1(Cc2ccccc2)CCN(Cc2cnn(-c3ccccc3F)c2)CC1 | -6% | 19% | 4%
45 | CC1N(C(=O)N(C)C)CCN1S(=O)(=O)c1ccccc1 (stereo not given) | 5% | 2% | -1%
46 | [O-]/C(=C(\C(=S)Nc1ccccc1F)[n+]1ccccc1)c1ccc(-c2ccccc2)cc1 | 2% | -2% | 7%
47 | COc1ccccc1N1CCN(S(=O)(=O)c2cc(-c3cc(C)no3)ccc2C)CC1 | . | 1% | 9%
48 | COC(=O)c1sccc1S(=O)(=O)N(CC(=O)NCc1ccc(F)cc1)c1ccc(Cl)cc1 | . | 2% | -12%
49 | CCN1C(=O)N[C@@H](c2ccccc2)[C@H](C(C)=O)[C@H]1C | -3%[12.8 µM] | . | 13%
50 | CCN(c1ccccc1)S(=O)(=O)c1ccc(C(=O)Nc2cccc(NC(C)=O)c2)cc1 | . | -6% | -23%

Ordered by count of non-hydrogen atoms (falling): 6 of the compounds above.
cpd | Structure | N370S GC mod | GCN5L2 inh | FEN1 inhibitor
48 | COC(=O)c1sccc1S(=O)(=O)N(CC(=O)NCc1ccc(F)cc1)c1ccc(Cl)cc1 | . | 2% | -12%
50 | CCN(c1ccccc1)S(=O)(=O)c1ccc(C(=O)Nc2cccc(NC(C)=O)c2)cc1 | . | -6% | -23%
47 | COc1ccccc1N1CCN(S(=O)(=O)c2cc(-c3cc(C)no3)ccc2C)CC1 | . | 1% | 9%
44 | OCC1(Cc2ccccc2)CCN(Cc2cnn(-c3ccccc3F)c2)CC1 | -6% | 19% | 4%
45 | CC1N(C(=O)N(C)C)CCN1S(=O)(=O)c1ccccc1 (stereo not given) | 5% | 2% | -1%
49 | CCN1C(=O)N[C@@H](c2ccccc2)[C@H](C(C)=O)[C@H]1C | -3%[12.8 µM] | . | 13%

More records follow.
#	molecule	N370S GC mod	GCN5L2 inh	FEN1 inhibitor
51	NC(=O)COc1ccc(NC(=O)OCc2ccccc2)cc1	-19%	1%	8%
52	C[C@]12C=CC(=O)C=C1CCC1C2CC[C@@]2(C)C1CCC21OCCO1 (stereo not given in full)	.	-5%	-7%
53	NS(=O)(=O)c1ccc(NC(=O)c2ccc(CSc3ccccc3)o2)cc1	-7%	0%	-6%
54	CCOc1ccc2c(c1)nc(SCC(=O)c1ccc(Br)s1)n2C	3%	-8%	-12%
55	CCN(CC)CCCNc1nc2cc(OC)c(OC)cc2c2nc(-c3ccccc3)nn12	-10%	-8%	13µM*
56	Cc1ccc(C)c(-n2c(SCC(=O)N3CCC(C(=O)O)CC3)nnc2-c2cccc(Cl)c2)c1	-15%	-1%	23%
57	Cn1nnc2c(NCCc3ccccc3)ncnc21	.	0%	17%
58	CC1(C)CC(=O)C(C=NCCN2CCN(C3CC(=O)N(c4ccc(Cl)c(Cl)c4)C3=O)CC2)=C(O)C1 (stereo not given)	0%	-2%	-11%
59	Cn1c(CSc2ncccn2)nnc1SCC(=O)N1CCCc2ccccc21	1%	4%	-2%
60	CCCCCN(C(=O)CCC(=O)OC(C)C(=O)c1ccccc1)c1c(N)n(CCCC)c(=O)[nH]c1=O (stereo not given)	2%	-1%	-4%
61	COc1ccc2nc(SCC(=O)Nc3cc(C)on3)[nH]c2c1	-1%	0%	-1%
62	CCCCNC(=O)COC(=O)c1ccccc1F	-11%	-9%	-3%
63	COc1cc(-c2ccc3oc(-c4cccc(C)c4)c(C#CC4(O)CCCCC4)c3c2)cc(OC)c1OC	.	1%	-26%
64	COCCCNC(=O)CC1C[C@H](C(=O)N2CCCCC2)[C@@]2(C)c3[nH]c4ccccc4c3CCN2C1=O (stereo not given in full)	.	-8%	-2%
65	N#Cc1ccc(NCC(=O)N2CCN(S(=O)(=O)c3ccccc3)CC2)cc1	.	0%	49%[activator]

(cont.)
#	molecule	N370S GC mod	GCN5L2 inh	FEN1 inhibitor
66	CCn1c(C)nc2cc(C(=O)NNS(=O)(=O)c3ccccc3F)ccc21	0%	-4%	-9%
67	COc1ccc2c(c1OC)C(=O)OC2Nc1nc(-c2cc3cc(Br)ccc3oc2=O)cs1 (stereo not given)	0%	-13%	-12%
68	COC(=O)c1ccc(COC(=O)C(CCSC)NC(=O)COc2ccccc2)cc1 (stereo not given)	-2%	-1%	-9%
69	CC(C)OCCCNC(=O)c1sc(=S)n(C)c1N	-7%	-3%	4%
70	COc1ccc(C(=O)N=C2SC3CS(=O)(=O)CC3N2c2ccc(C(C)=O)cc2)cc1 (stereo not given)	7%	-17%	-22%
71	CC[C@@H](C)[C@H](NC(=O)Cc1c(C)c2cc3c(C)c(C)oc3c(C)c2oc1=O)C(=O)O	1%	?	-6%
72	COc1cccc(OC)c1C(=O)NC(=S)NCc1ccco1	-9%	-11%	4%
73	COc1ccccc1NC(=O)C(=O)NNC(=O)c1ccco1	-17%	-7%	-7%
74	COc1ccccc1/C=C/c1onc(C)c1S(=O)(=O)N1CCC(C(=O)N2CCC(C)CC2)CC1	.	2%	10%
75	Cc1nc2ccccn2c1-c1csc(Nc2cccc(C(=O)O)c2)n1	-6%	7%	-17%
76	CCOc1ccc(NC(=O)CN2C(=O)COc3ccc(S(=O)(=O)NC4CCCC4)cc32)cc1	.	-8%	-10%
77	COc1cccc(Nc2c3c(nc4nncn24)CCC3)c1	.	-2%	17%
78	Cc1ccc(-c2nnc(N3CCN(S(C)(=O)=O)CC3)c3ccccc23)cc1	3%	-8%	-3%

This is a subset, so the mix of outcomes need not match the whole.
